# ALOX15B inhib = inhibitors of human 15-lipoxygenase 2 (ALOX15B). O15296. purified 15hLO-2, xylenol orange hydroperoxide absorbance. Potency, µM (doses to about 57.1 µM), inactives show at the highest dose activity change, negative = inhibition, hits mostly inhibitors. 110,000 tested, 0.56% active; further: potency means the concentration at half of the fitted maximal effect; nearly all actives have a fitted effect of over 60% in size; many of its hits are not listed in these tables
#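 Read-out: hydroperoxide product oxidises ferrous iron, measured as xylenol orange complex via the 573-to-405 nm absorbance ratio after 30 min. Reaction: 50 nM enzyme, 15 min compound preincubation, 45 uM arachidonic acid, 90 min RT, Hepes pH 7.5 with Triton X-100.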
# PNC inhibitor = inhibitors of perinucleolar compartment assembly; 140,000 tested, 3.1% active; AID 2417; PC3M PTB-GFP, PNC prevalence imaging, 16 h; active compounds read low; activity change (PNC), negative = inhibition, % at 10 µM;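 active means readout at or below -70, meaning at least 70% loss of cells showing the perinucleolar compartment, a nuclear body marking cancer cells; inconclusive means readout between -30 and a set limit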;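 further: plate controls were DMSO wells for no effect and camptothecin positive control wells for full effect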
#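 PC3M cells stably expressing PTB-GFP, 750–1000 cells/well, treated 16 h at 37 °C with compound (23 nl of library stock), in duplicate. After paraformaldehyde fixation and Hoechst stain, imaged at 20x; PNC prevalence scored by image analysis.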
# IMPase cell inh = IMPase inhibition in cells | P97697 | CHO-M1 cells, IP1 accumulation, HTRF TR-FRET ratio | inhibition (IP1 accumulation), % at 46.1 µM | 120,000 tested, under 10 active; active means well fitted curve in the direction sought with a large enough effect in the signal ratio, not every such curve was filed as active; inconclusive means small, poorly fitted or top-dose-only effect, or a change in a side signal; inactive means no such curve, though single readings can be large or run the other way; the % refers to the signal ratio;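 further: cells stimulated with carbachol in lithium chloride buffer; plate controls were DMSO basal wells for no effect and reference inhibitor wells for full effect; higher means more IMPase inhibition seen as more IP1 and lower FRET ratio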
# Target sequence (P97697 whole entry, looked up): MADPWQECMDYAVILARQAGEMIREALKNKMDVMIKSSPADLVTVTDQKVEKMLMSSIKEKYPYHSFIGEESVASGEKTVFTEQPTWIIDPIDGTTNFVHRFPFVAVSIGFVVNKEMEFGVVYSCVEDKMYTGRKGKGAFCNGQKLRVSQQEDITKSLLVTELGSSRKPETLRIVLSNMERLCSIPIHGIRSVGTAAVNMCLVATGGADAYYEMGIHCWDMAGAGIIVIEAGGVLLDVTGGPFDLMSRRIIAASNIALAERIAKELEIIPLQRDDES
#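 Seeded CHO-M1 cells were dosed with compound at up to 46 uM, stimulated with carbachol for 30 min, then lysed in IP-One detection reagents. Higher IP1 lowers the TR-FRET signal.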
# 12-hLO inh = blocks human 12-lipoxygenase activity | P18054 | purified 12-hLO, xylenol orange hydroperoxide absorbance | Potency, µM (doses to about 57.1 µM), for the others: at the highest dose activity change, negative = inhibition, most hits filed as inhibitors | 150,000 tested, 0.12% active | AID 1452; further: potency means the concentration at half of the fitted maximal effect; nearly all actives have a fitted effect of over 55% in size; many of its hits are not listed in these tables
# Target sequence (P18054 whole entry, looked up): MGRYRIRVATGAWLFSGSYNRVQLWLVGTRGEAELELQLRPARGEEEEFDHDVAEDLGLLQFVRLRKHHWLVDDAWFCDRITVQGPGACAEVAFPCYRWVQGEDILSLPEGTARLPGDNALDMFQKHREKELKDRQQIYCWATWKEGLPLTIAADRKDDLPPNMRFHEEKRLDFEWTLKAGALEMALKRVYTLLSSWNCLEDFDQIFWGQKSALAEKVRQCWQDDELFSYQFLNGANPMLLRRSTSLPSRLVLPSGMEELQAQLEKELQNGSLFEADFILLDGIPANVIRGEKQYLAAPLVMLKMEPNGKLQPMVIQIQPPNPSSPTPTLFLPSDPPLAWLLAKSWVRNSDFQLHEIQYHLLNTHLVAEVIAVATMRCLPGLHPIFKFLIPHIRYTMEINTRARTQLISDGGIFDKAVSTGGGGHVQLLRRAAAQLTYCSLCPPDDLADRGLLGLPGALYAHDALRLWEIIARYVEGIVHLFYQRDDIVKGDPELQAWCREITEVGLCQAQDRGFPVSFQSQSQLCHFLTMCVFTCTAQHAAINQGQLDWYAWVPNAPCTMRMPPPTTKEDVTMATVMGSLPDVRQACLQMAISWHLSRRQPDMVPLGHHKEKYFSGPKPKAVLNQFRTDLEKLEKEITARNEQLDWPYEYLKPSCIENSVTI
#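 Purified human 12hLO (150 nM), preincubated 15 min with compound, then 40 uM arachidonic acid for 30 min, room temperature, Hepes pH 7.0 with 0.01% Triton X-100. Hydroperoxide detected by ferrous iron/xylenol orange; 573/405 nm absorbance ratio gives reaction progress.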
# * hit, by the source's call; ? = inconclusive; nt = not tested or not shown; & = joins results of further samples; [ ] = remark or other dose. Unless noted, the call rests on the fitted dose curve; in most records, active means well fitted curve in the direction sought with a large enough effect; inconclusive means small, poorly fitted or top-dose-only effect, or another doubt; inactive means no such curve, though single readings can be large; an effect the other way counts as inactive or inconclusive. Unless noted, on the % scale 0 is the no-effect control and ±100 the full control effect.
SMILES,ALOX15B inhib,PNC inhibitor,IMPase cell inh,12-hLO inh
O=C1N(CN2CCN(c3cccc(Cl)c3)CC2)c2ccccc2C12OCCCO2,8%,36,23,-1%
Cc1ccc2nc(NCCCN3CCOCC3)c(C=NCCCN3CCOCC3)c(=O)n2c1,6%,?,5,2%
CCSc1ccc2nnc(-c3cccc(F)c3)n2n1,-25%,12,-1,-11%
CCn1nc(C)c(NC(=O)CC23CC4CC(CC(C4)C2)C3)c1C,nt,-3,nt,-6%
OCc1cn(-c2ccccc2)nc1-c1ccc(-c2nn(-c3ccccc3)cc2CO)cc1,-5%,22,0,-13%
CC#CCCCC(=O)Nc1ccc(C(=O)O)cc1,nt,55,-1,4%
O=C(Oc1cccc(/C=N/Nc2nc(Nc3ccccc3)nc(N3CCOCC3)n2)c1)c1ccco1,nt,?,nt,-3%
c1ccc(OCCSc2nnnn2-c2ccccc2)cc1,-14%,9,10,3%
O=C(c1cccc(C(F)(F)F)c1)N1CCCCCC1,6%,-6,-3,1%
Cc1onc(-c2c(Cl)cccc2Cl)c1C(=O)NCc1cccs1,nt,?,nt,-1%
CC(C)Cn1cnc2c(N)nc3ccccc3c21,19%,-2,-9,-5%
O=C(CC1CCCC1)Nc1nc2ccccc2[nH]1,43%[activator],18,6,5%
CCOC(=O)c1c(C)sc2c1N(C(C)=O)c1cc(Cl)ccc1S2,-1%,-5,6,-9%
C=C(C)C(=O)NC1=NN(c2ccccc2)C(=O)C1,nt,?,2,-2%
CC1=NN(C(=O)c2cccc(Cn3nc(C)c([N+](=O)[O-])c3C)c2)C(O)(C(F)(F)F)C1 (stereo unspecified),-18%,17,-1,-4%
O=c1cc(N2CCOCC2)[nH]c(=O)n1C1CCCCC1,2%,13,3,0%
O=C(NCCc1c[nH]c2ccccc12)C(F)(F)C(F)F,10%,8,-1,1%
Cc1nc2ccc(F)cc2cc1C(=O)Nc1ccc(Cl)c(Cl)c1,nt,?,nt,0%
COc1ccc(OCC(=O)NCCCN2CCOCC2)cc1,nt,13,-16,2%
CC(C)(C)S(=O)(=O)c1ccsc1C(=O)O,nt,-6,nt,0%
CCCN(CC(=O)Nc1cccc(Br)c1)CC(=O)Nc1ccc(F)c(F)c1F,nt,0,1,-21%
Cc1ccc(C(=O)CSc2nc3cccnc3n2C)cc1,2%[2.29 µM],?,3,-5%
Cn1c(CCCOc2ccc(Cl)cc2Cl)nnc1SCC(=O)Nc1nccs1,4%,0,6,3%
COC(=O)c1cc2ccsc2n1Cc1ccccc1F,nt,?,6,-1%
COc1ccc(C2CC(=O)Oc3c(C(C)C)ccc(C)c32)cc1 (stereo unspecified),5%[0.0915 µM],nt,nt,-1%[0.00818 µM]
# Remaining list, next part.
SMILES,ALOX15B inhib,PNC inhibitor,IMPase cell inh,12-hLO inh
COc1ccc(/C=N/NC(=O)CC(=O)NCCc2ccccc2)cc1OC,-6%,?,-2,4%
CC(=O)N(C(C)=O)S(=O)(=O)c1ccc(N=NN2CCCCC2)cc1,nt,186,nt,-2%
CN1CCN(CCC(=O)Nc2ccccc2Cl)CC1,nt,121,-1,-3%
Cc1ccc2[nH]c3nc(SCCN4CCOCC4)nnc3c2c1,-14%,-4,10,1%
N/C(=N\OC(=O)c1ccccc1[N+](=O)[O-])c1cccnc1,-1%,?,-3,-3%
Cc1ccccc1C(=O)N=c1sccn1C,5%,-12,2,2%
COc1ccc(NC(=O)CCS(=O)(=O)c2ccc3c(c2)CCCN3C(C)=O)cc1,12%,94,-6,-5%
COC(=O)C1C2C=CC3(CN(C(C)C)C(=O)C13)O2 (stereo unspecified),-2%,-23,10,-4%
CC(C)Oc1ccc(C(=O)N/N=C/c2ccc(-c3ccc(S(=O)(=O)Nc4ncccn4)cc3)o2)cc1,-5%,20,2,-14%
Cc1ccc(C(CCN(Cc2ccccc2)C(=O)c2ccco2)c2ccco2)cc1 (stereo unspecified),nt,?,nt,-13%
COc1ccc(-c2nc3ccccc3c(=O)o2)cc1OC,-1%,-5,-6,-4%
COc1ccc2nc(C)c3cc(C)oc3c2c1,-3%,-5,-2,1%
CCn1cc(C(=O)O)c(=O)c2cc(S(=O)(=O)N(C)C)ccc21,-7%,?,5,-2%
CCS(=O)(=O)N1CCC(C(=O)NCCC2=CCCCC2)CC1,12%,?,6,2%
CCc1nnc(NC(=O)[C@@H](NC(=O)c2cccc(S(=O)(=O)N(CC)CC)c2)C(C)C)s1,-11%,?,19,-1%
Nc1ncnc(N(c2ccccc2)C2CCCCC2)c1[N+](=O)[O-],-3%,-27,1,5%
COc1ccc(Nc2sc(C(=O)c3ccc(Cl)cc3)c(N)c2C(=O)Nc2ccccc2OC)cc1,-25%,?,6,-12%
CCN(CC)c1ccc(NC(=O)c2cnccn2)cc1S(=O)(=O)Nc1ccc(OC)cc1,nt,?,nt,-3%
Cc1[nH]n(-c2ccc([N+](=O)[O-])cc2)c(=O)c1C=NCCN1CCN(C(=O)c2ccc(Br)cc2)CC1,15%,?,3,2%
Cc1ccc(SCCCCN2C(=O)NC(C)(C)C2=O)cc1,-2%,5,-2,1%
O=C(CSc1nc(-c2ccc(F)cc2)cc(C(F)(F)F)n1)NCc1cccs1,nt,?,nt,0%
CC(=O)N1CC=CC1(CC(C)C)C(=O)NCCc1c[nH]c2ccccc12 (stereo unspecified),-6%,-88*,nt,1%&-7%
O=C(C1CCN(c2ncnc3c2sc2cccc(F)c23)CC1)N1CCOCC1,-6%,-6,3,3%
CCC(C)(C(=O)NC1CCCC1)N(C(=O)CNC(C)=O)c1ccccc1 (stereo unspecified),2%,?,-1,-7%
Cc1ccc2c(c1)c1c(n2CC(O)Cn2c(C)nc3ccccc32)/C(=N\O)CCC1 (stereo unspecified),46%[activator],6,-2,-1%
# (list continues)
SMILES,ALOX15B inhib,PNC inhibitor,IMPase cell inh,12-hLO inh
Cc1nn(C)c(C(=O)Nc2ccn(C34CC5CC(CC(C5)C3)C4)n2)c1[N+](=O)[O-],nt,23,nt,0%
CNC(=O)c1ccc2snnc2c1,4%,-6,2,1%
CCc1c(C)nc2[nH]nc(NC(=O)C(F)(F)F)n2c1=O,1%,-8,-10,0%
CCC1=C(OC(=O)N(CC)CC)N2C(=O)OC(=NCCc3c[nH]c4ccccc34)[C@]2(C)[C@H]2C1=CC[C@H]1C(=O)N(CC)C(=O)[C@H]12,-4%,nt,nt,-4%
CCOC(=O)C1=C(C(F)(F)F)Nc2ncnn2C1c1cccc(OC)c1OC (stereo unspecified),nt,-13,nt,0%
CNc1nc(NC)nc(-n2c(C(F)(F)F)nc3ccccc32)n1,7%,36,2,-3%
O=C(Nc1ncn[nH]1)C(F)(F)C(F)F,-9%,3,-3,-1%
COc1c(Cl)cc(Cl)cc1C(=O)Nc1ccc(C(=O)O)cc1,nt,42,nt,-1%
CCOc1ccc(-c2nc(C#N)c(NCC(C)C)o2)cc1,-7%,-26,2,-9%
C=CCc1ccccc1OCC(=O)N/N=C/c1ccccc1OCC,nt,?,nt,4%
CCCC(O)(CCC)C(=O)NN(C(=O)CCl)c1cccc(C)c1,nt,15,4,-6%
Cc1ccccc1N1C(=O)c2ccccc2N2C(=O)c3ccccc3C12 (stereo unspecified),8%,?,6,2%
CC(C)c1ccc(/C=N/NC(=O)c2cccc(Cl)c2)cc1,nt,21,nt,0%
O=C(/C=C/c1cccc2ccccc12)NCCC1=CCCCC1,-4%,20,-6,-11%
O=C(CCn1c(=O)sc2ccccc21)NCCC1=CCCCC1,0%,25,-7,5%
CCc1nnc(NC(=O)c2ccc(-c3cc(C(F)(F)F)ccc3Cl)o2)s1,1%,4,-2,-6%
CCc1ccc(C2=CC(c3cc(Br)ccc3F)n3ncnc3N2)cc1 (stereo unspecified),nt,5,-14,-2%
C=CCSc1nc2ccccc2[nH]1,0%,40,1,-1%
CS(=O)(=O)Nc1cccc(-c2ccc3ncnc(NCc4cccnc4)c3c2)c1,1%,nt,nt,2%
COCCOC(=O)C1=C(C)NC2=C(C(=O)CC(c3cccs3)C2)C1c1ccsc1 (stereo unspecified),-1%,44,?,-4%
CC(NC(=O)C12CC3CC(CC(C3)C1)C2)C(=O)N/N=C/C1=C(N2CCOCC2)C(=C\c2ccccc2)/CC1 (stereo unspecified),nt,16,nt,3%
Cc1cc(NC(=O)c2sc(Nc3cccc(C(F)(F)F)c3)nc2N)no1,-6%,?,-22,-11%
c1ccc(-c2ccc(-c3cnc4n3CCCCC4)cc2)cc1,29%,7,11,6%
CCn1c(=O)c2cc(S(=O)(=O)NCCOc3ccccc3)ccc2n(CC)c1=O,-4%,-17,3,-1%
CCOC(=O)c1ccc(NC(=O)CNC(=O)C2CCCCC2)cc1,-2%,14,-2,-6%

# Profiles, looked up by structure. Order of screens: ALOX15B inhib | PNC inhibitor | IMPase cell inh | 12-hLO inh
# Cc1ccccc1N1C(=O)c2ccccc2N2C(=O)c3ccccc3C12 (stereo unspecified) is listed as 8% | ? | 6 | 2%
# O=C(/C=C/c1cccc2ccccc12)NCCC1=CCCCC1 is listed as -4% | 20 | -6 | -11%

# Entries above that contain fluorine:
SMILES,ALOX15B inhib,PNC inhibitor,IMPase cell inh,12-hLO inh
CCSc1ccc2nnc(-c3cccc(F)c3)n2n1,-25%,12,-1,-11%
O=C(c1cccc(C(F)(F)F)c1)N1CCCCCC1,6%,-6,-3,1%
CC1=NN(C(=O)c2cccc(Cn3nc(C)c([N+](=O)[O-])c3C)c2)C(O)(C(F)(F)F)C1 (stereo unspecified),-18%,17,-1,-4%
O=C(NCCc1c[nH]c2ccccc12)C(F)(F)C(F)F,10%,8,-1,1%
Cc1nc2ccc(F)cc2cc1C(=O)Nc1ccc(Cl)c(Cl)c1,nt,?,nt,0%
CCCN(CC(=O)Nc1cccc(Br)c1)CC(=O)Nc1ccc(F)c(F)c1F,nt,0,1,-21%
COC(=O)c1cc2ccsc2n1Cc1ccccc1F,nt,?,6,-1%
O=C(CSc1nc(-c2ccc(F)cc2)cc(C(F)(F)F)n1)NCc1cccs1,nt,?,nt,0%
O=C(C1CCN(c2ncnc3c2sc2cccc(F)c23)CC1)N1CCOCC1,-6%,-6,3,3%
CCc1c(C)nc2[nH]nc(NC(=O)C(F)(F)F)n2c1=O,1%,-8,-10,0%
CCOC(=O)C1=C(C(F)(F)F)Nc2ncnn2C1c1cccc(OC)c1OC (stereo unspecified),nt,-13,nt,0%
CNc1nc(NC)nc(-n2c(C(F)(F)F)nc3ccccc32)n1,7%,36,2,-3%
O=C(Nc1ncn[nH]1)C(F)(F)C(F)F,-9%,3,-3,-1%
CCc1nnc(NC(=O)c2ccc(-c3cc(C(F)(F)F)ccc3Cl)o2)s1,1%,4,-2,-6%
CCc1ccc(C2=CC(c3cc(Br)ccc3F)n3ncnc3N2)cc1 (stereo unspecified),nt,5,-14,-2%
Cc1cc(NC(=O)c2sc(Nc3cccc(C(F)(F)F)c3)nc2N)no1,-6%,?,-22,-11%

# Not all compounds are listed, so the mix of outcomes need not match the whole.
